# ARNT TACC3 PPI: disruptors of human ARNT/TACC3 interaction; inhibition, % at 9.99 µM; AlphaScreen His-ARNT PAS-B/GST-TACC3 binding, luminescence; TACC3 fragment carries E629A point mutation; AID 623870; 0.66% of 390,000 active;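 active means mean inhibition of replicates at least 50% and at least half of replicates each reaching 50%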;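 further: 0% = complete ARNT plus TACC3 wells and 100% = ARNT alone without TACC3; many hits fall short of the cut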
# The depositor's hits bear a star.
ARNT TACC3 PPI,Molecule
-5,COC(=O)c1cc2sc(Cl)cc2n1CC(=O)NCCC(C)C
-2,Cc1nn(Cc2ccc(Cl)cc2Cl)c(C)c1NC(=O)Cn1nc([N+](=O)[O-])c(Cl)c1C
-2,Cc1cc(=O)n2[nH]c(-c3ccc(F)cc3)cc2n1
-1,O=C(Cc1ccccc1)NCCc1ccc(Cl)cc1Cl
-9,COc1ccc(NS(=O)(=O)c2cccc(-c3nnc(-c4ccccc4)o3)c2)cc1
-4,CCCCCCC1CC(CSC(=N)N)OC1=O (centres undefined)
-5,CNC(=O)c1ccc2c(c1)nnn2C
-15,Cc1ccc(C(=O)/C=C2/NC(=O)CS2)cc1
17,CCC(=O)NC(=S)Nc1ccccc1C(=O)NC1CCCCC1
11,CCN1C(=O)/C(=C\N2CCCCCC2)SC1=S
4,CC(C)CC1=NN(C(=O)c2cccnc2)C(O)(C(F)(F)F)C1 (centres undefined)
9,Cc1ccc(N(CC(=O)Nc2cc(C)cc(C)c2)S(=O)(=O)c2cccc3nonc23)cc1
7,CCOc1ccc(C2=NNC(c3cccnc3)=Nc3ccc(OC)cc32)cc1
26,O=C(NNc1c2ccccc2nc2ccccc12)c1cccc(O)c1
16,COc1ccc(OC)c(C2=NOC(C(=O)N3CCCc4ccccc43)C2)c1 (centres undefined)
-9,COc1ccc(Oc2nc(C)cc(C)c2S(C)(=O)=O)cc1
4,S=C(c1ccccc1)N1CCN(C(=S)c2ccccc2)CC1
5,C#CCn1cc(/C=N/Nc2nc3ccccc3[nH]2)c2ccccc21
3,Cc1ccc(-c2noc(CSc3nnc(-c4ccncc4)n3-c3ccc(F)cc3)n2)cc1
17,CCOC(=O)c1c(NC(=O)c2ccco2)n(C2CCCCC2)c2nc3ccccc3nc12
2,CNC(=S)NCCN1CCOCC1
0,Cc1ccc(C2=N/C(=C\c3cccs3)C(=O)N2Nc2ccccc2)cc1
-2,CCCCn1c(SCc2nc(N)nc(Nc3ccccc3C)n2)nc2ccccc2c1=O
3,C=CCn1c(N)c(-c2nc3ccccc3n2C)sc1=S
-8,CCCCOc1ccc(C(=O)NCC2(c3ccc(OC)cc3)CCOCC2)cc1

# 17 compounds out of the list, sorted by number of heavy atoms, lowest first.
ARNT TACC3 PPI,Molecule
2,CNC(=S)NCCN1CCOCC1
-5,CNC(=O)c1ccc2c(c1)nnn2C
-15,Cc1ccc(C(=O)/C=C2/NC(=O)CS2)cc1
11,CCN1C(=O)/C(=C\N2CCCCCC2)SC1=S
-2,Cc1cc(=O)n2[nH]c(-c3ccc(F)cc3)cc2n1
3,C=CCn1c(N)c(-c2nc3ccccc3n2C)sc1=S
-9,COc1ccc(Oc2nc(C)cc(C)c2S(C)(=O)=O)cc1
4,CC(C)CC1=NN(C(=O)c2cccnc2)C(O)(C(F)(F)F)C1 (centres undefined)
17,CCC(=O)NC(=S)Nc1ccccc1C(=O)NC1CCCCC1
5,C#CCn1cc(/C=N/Nc2nc3ccccc3[nH]2)c2ccccc21
26,O=C(NNc1c2ccccc2nc2ccccc12)c1cccc(O)c1
0,Cc1ccc(C2=N/C(=C\c3cccs3)C(=O)N2Nc2ccccc2)cc1
16,COc1ccc(OC)c(C2=NOC(C(=O)N3CCCc4ccccc43)C2)c1 (centres undefined)
7,CCOc1ccc(C2=NNC(c3cccnc3)=Nc3ccc(OC)cc32)cc1
-8,CCCCOc1ccc(C(=O)NCC2(c3ccc(OC)cc3)CCOCC2)cc1
-2,Cc1nn(Cc2ccc(Cl)cc2Cl)c(C)c1NC(=O)Cn1nc([N+](=O)[O-])c(Cl)c1C
3,Cc1ccc(-c2noc(CSc3nnc(-c4ccncc4)n3-c3ccc(F)cc3)n2)cc1

# Further results follow.
ARNT TACC3 PPI,Molecule
-2,Cc1c(C(=O)NC(=S)Nc2ccc(NC(=O)c3cccs3)cc2)cccc1[N+](=O)[O-]
-2,O=C(N/N=C/c1ccc2c(c1)OCO2)c1ccc2c(c1)OCCO2
-4,COc1ccc(C(C)NC(=O)Cc2ccc(Br)cc2)cc1 (centres undefined)
-1,Cc1cccc(NC(=S)NCc2ccc3c(c2)OCO3)c1C
2,CCOc1ccc(-n2c(SCc3ccc([N+](=O)[O-])cc3)nnc2-c2ccccc2)cc1
-24,CC(C)=NOc1nc(N(C)C)nc(N(C)C)n1
-5,CC1=C(C(=O)OCc2ccccc2)C(c2cccnc2)n2ncnc2N1 (centres undefined)
-2,O=C(COC(=O)c1ccccc1N1C(=O)C2C3CCC(C3)C2C1=O)c1ccccc1 (centres undefined)
-12,CC1CCN(C(=O)C(C)Sc2nc(-c3ccccc3)cc(C(F)(F)F)n2)CC1 (centres undefined)
-12,O=[N+]([O-])c1ccc(N2CCN(CCO)CC2)cc1Sc1nc2ccccc2[nH]1
3,CC1(C)SC2c3ccccc3C(=O)N2[C@@H]1C(=O)NCCCN1CCOCC1 (some centres undefined)
-25,O=C(CSc1ccc(Br)cc1)Nc1ccccc1Oc1ccccc1
-22,COc1ccc(Cn2c(=S)[nH]c3ccsc3c2=O)cc1
21,Cc1ccccc1Cn1nc(C)c(NC(=O)/C=C/c2cnn(C)c2)c1C
6,Cc1nn(CC(=O)OC(C)C(=O)Nc2ccccc2[N+](=O)[O-])c(C)c1[N+](=O)[O-] (centres undefined)
0,Cc1ccc(Nc2c(N)c(=O)oc3ccccc23)cc1
-21,COc1ccc(Oc2nc3ccccc3nc2C(F)(F)F)cc1
-13,CCCCN(C)C(=O)C1CCN(Cc2ccc(OCc3ccccc3)cc2)CC1
-4,O=C1CC(C(=O)Nc2ccccc2)C2(CCCCC2)O1 (centres undefined)
-6,S=c1[nH]nc(-c2ccco2)n1/N=C/c1cccs1
63*,OCCN1CCN(Cc2cc(Cl)c3cccnc3c2O)CC1
-9,CCOC(=O)c1[nH]c2ccccc2c1N=CN(C)C
-7,Cc1nn(C)c(C(=O)NC2C3CC4CC(C3)CC2C4)c1Cl (centres undefined)
-1,CCOCCCn1cnc2c([nH]c3cc(OC)ccc32)c1=O
5,Cc1cccc(NC(=O)c2cc3n(n2)C(C(F)(F)F)CC(c2ccc4c(c2)OCO4)N3)c1 (centres undefined)

# The final 3 compounds of the section before open the next one:
ARNT TACC3 PPI,Molecule
-7,Cc1nn(C)c(C(=O)NC2C3CC4CC(C3)CC2C4)c1Cl (centres undefined)
-1,CCOCCCn1cnc2c([nH]c3cc(OC)ccc32)c1=O
5,Cc1cccc(NC(=O)c2cc3n(n2)C(C(F)(F)F)CC(c2ccc4c(c2)OCO4)N3)c1 (centres undefined)
-1,COc1cc2cc(C(c3nnnn3C3CCCC3)N3CCCCCC3)c(=O)[nH]c2cc1OC (centres undefined)
-3,CCC(C)C(=O)NCCc1ccc(S(N)(=O)=O)cc1 (centres undefined)
-4,O=C(COC(=O)c1ccccc1O)Nc1cccnc1Cl
9,CCc1ccc(NC(=O)CC2C(=O)NCCN2C(=S)Nc2ccccc2)cc1 (centres undefined)
-1,Cc1ccc(-c2noc(CSc3nc(N)cc(N)n3)n2)cc1
-12,CCCCOc1ccc(C(=O)Nn2c(-c3cccs3)nc3ccccc3c2=O)cc1
-21,CCOC(=O)N1CCN(C(=O)CNC(=O)c2nn(-c3ccc(OC)cc3)c(=O)c3ccccc23)CC1
0,CCOC(=O)N1CCN(c2nc3ccccc3nc2C(C#N)S(=O)(=O)c2ccc(C)cc2)CC1 (centres undefined)
-2,CC(C)c1ccc(/C=N/NC(=O)c2cccc(Cl)c2)cc1
-5,C=CCc1ccccc1OCC(=O)N/N=C/c1ccccc1OCC
0,COc1cccc(OCCOc2ccccc2[N+](=O)[O-])c1
-3,Cc1cc(-c2n[nH]c(=S)n2/N=C/c2sccc2C)n[nH]1
-3,CSc1nsc(SC)c1NC(=O)N1CCCCC1
0,Cc1nnn(-c2nonc2N)c1C(=O)N/N=C/c1ccccc1O
2,COCC(=O)Nc1nc2ccc(C)cc2s1
2,CNC(CC(=O)c1ccc([N+](=O)[O-])cc1)C(Cl)(Cl)Cl (centres undefined)
16,Cc1ccccc1OCCNc1cc(N2CCN(CCO)CC2)ccc1[N+](=O)[O-]
-17,CCOC(=O)c1ccc(NC(=S)N2CCC(C(N)=O)CC2)cc1
-7,COc1ccc(Oc2c(C=O)c3ccccc3n2C)cc1
-3,COc1ccc(C(C)(C)C)cc1NC(=O)CCCn1c(=O)oc2ccccc21
-10,O=c1cc(-c2ccc(F)cc2)oc2ccccc12
9,Cc1ccsc1/C=N/NC(=O)c1ccc2nc[nH]c2c1
-39,Fc1ccc(CSc2nc3ccccc3[nH]2)c2ccccc12
-8,Cc1sc2ncnc(OCC(=O)NCC3CCCO3)c2c1C (centres undefined)
1,COC(=O)c1c(O)ccc(Oc2ccccc2)c1C(=O)OC
-3,O=C(Cn1cc([N+](=O)[O-])nc1[N+](=O)[O-])N1CCN(c2ccccc2)CC1
-2,O=C(Oc1cccc(/C=N/Nc2nc(Nc3ccccc3)nc(N3CCOCC3)n2)c1)c1ccco1
17,COc1ccc(-c2nc3ccccc3c(=O)o2)cc1OC
4,CC(C)Oc1ccc(C(=O)N/N=C/c2ccc(-c3ccc(S(=O)(=O)Nc4ncccn4)cc3)o2)cc1
-6,Cn1c(CCCOc2ccc(Cl)cc2Cl)nnc1SCC(=O)Nc1nccs1
-2,COCCNC(=O)C(c1ccc(F)cc1)N(CC1CCCO1)C(=O)CCC(=O)Nc1ccccn1 (centres undefined)
4,Cc1ccc(NC(=O)NNc2cccc(Cl)n2)cc1
-1,O=C(NCc1ccccc1)C1CCCN(S(=O)(=O)c2cccs2)C1 (centres undefined)
-11,COC(=O)c1sc(NC(=O)COc2ccc(OC)cc2)nc1C
2,CN1C(=S)N(c2ccccc2)C(=O)/C1=C/c1ccco1
-18,CC(C)c1onc(C(=O)NCc2ccccc2)c1[N+](=O)[O-]
-6,COc1ccc(/C=c2/sc3n(c2=O)NC2(c4ccccc4)N(C)C(=O)N(C)C2(c2ccccc2)N=3)cc1 (centres undefined)
-14,CCOc1ccccc1NC(=O)c1c(Br)cnn1C
-4,CCCCC(c1nnnn1CC1CCCO1)N1CCN(c2cc(Cl)ccc2C)CC1 (centres undefined)
0,COC(=O)c1cc(NC(=S)NCc2ccc(Cl)cc2)cc(C(=O)OC)c1
5,O=C1c2ccccc2C(=O)N1Cc1nc2ccccc2c(=O)n1CCCn1ccnc1
-9,O=C(CSc1nnc(C2CC2)n1-c1ccccc1)NCc1ccco1
17,CCC/C(=N\NC(=O)c1ccc(CSc2nncn2C)cc1)c1ccccc1
6,COc1ccc(-n2c(N)c(C(=O)NCc3ccco3)c3nc4ccccc4nc32)cc1
1,COc1ccc(NC(=O)c2ccccc2NC(=O)CSc2ccccc2)cc1
49*,CC1CCC2C(=O)N(c3ccc(C(=O)Oc4cccc5cccnc45)cc3)C(=O)C2C1 (centres undefined)
-3,CCCCC(=O)N/N=C/c1ccc(N2CCOCC2)c([N+](=O)[O-])c1
5,Oc1ccc(C2Nc3cccc4cccc(c34)N2)c(O)c1
-7,CCN(CC)S(=O)(=O)c1ccc(NC(=O)COC(=O)CCc2cc(OC)c(OC)c(OC)c2)cc1
4,Cc1cc([N+](=O)[O-])nn1Cc1ccc(C(=O)N/N=C/c2ccccc2)cc1

# Next part
ARNT TACC3 PPI,Molecule
-9,CC(C)NC(=S)Nc1ccc2cn[nH]c2c1
1,O=S(=O)(NCc1ccccc1)c1cccc2cccnc12
-14,COc1ccc(C(=O)Nc2sc(C(=O)N(C)C)c(C)c2C#N)cc1[N+](=O)[O-]
-2,CC(C)C(=O)Nc1ccc(C(=O)NNC(=O)c2ccco2)cc1
5,CC(=O)Oc1cccc(/C=c2\sc3nc(-c4ccco4)nn3c2=O)c1
-2,CSc1ccc(NC(=O)N2CC(C)OC(C)C2)cc1 (centres undefined)
2,O=C(CSc1ccccc1C(=O)NCc1ccccc1)NC12CC3CC(CC(C3)C1)C2
-6,COc1ccc(-c2nnc(SC(C)C#N)o2)cc1 (centres undefined)
-16,COc1cc(OC)cc(C(=O)NNC(=O)Cc2ccc(OC)c(S(=O)(=O)N3CCOCC3)c2)c1
1,Clc1ccc(-c2cc(COc3ccc4ccccc4c3)no2)cc1
-2,Cc1ccc(NC(=S)NCc2cccn2C)cc1
4,COc1cc(-n2nnnc2SCC(=O)N2CCN(c3ccc(F)cc3)CC2)c(OC)cc1Cl
-3,COCCN1CCc2[nH]c(=S)[nH]c(=O)c2C1
7,CCOC(=O)c1c(NC(=O)CN2C(=O)NC(C)(c3ccc(Cl)cc3)C2=O)sc(C(=O)NC)c1C (centres undefined)
-1,O=C(/C=C/c1cccc(Cl)c1)Nc1ncccn1
-4,Clc1ccc(Cn2cc(/C=N/n3cnnc3)c3ccccc32)c(Cl)c1
16,Cc1nn(CC(=O)N2CCOCC2)c(C)c1[N+](=O)[O-]
-5,COc1ccc(/C=C/c2nc(-c3ccccc3O)n[nH]2)cc1
-3,O=C(COC(=O)c1c2c(nc3ccccc13)/C(=C/c1ccco1)CC2)NC1CCCC1
12,COc1ccc(C2NC(=O)c3sc(=S)n(-c4ccccc4)c3N2)cc1 (centres undefined)
-5,Cc1cc(C)n(C(=O)C2CCCN2S(=O)(=O)c2ccc(Cl)cc2)n1 (centres undefined)
-6,O=c1[nH]c2cc(Cl)ccc2n(CCNc2ncc(C(F)(F)F)cc2Cl)c1=O
7,COc1cc(N=c2c([N+](=O)[O-])nn(-c3ccc4c(c3)OCCO4)n2O)cc(OC)c1
-2,O=C(Cn1cnc2ccccc2c1=O)NCC1COc2ccccc2O1 (centres undefined)
1,CN1/C(=C\C(=O)Nc2ccc(F)cc2)C(C)(C)c2ccccc21
-5,O=C(O)[C@H](CO)Nc1ncnc2sc3c(c12)CCC3
-2,Cc1ccc(C)c(SCC(=O)NC(=O)Nc2ccc3c(c2)OCCO3)c1
-6,CC(C)(C)SCCNC(=O)c1cccc([N+](=O)[O-])c1
-3,CC(C)(C)CC(=O)OCC(=O)Nc1cc(C(C)(C)C)nn1-c1ccccc1
0,CCOc1ccccc1-n1c(CN2CCN(C(=O)c3ccco3)CC2)nc2ccccc2c1=O
-7,COc1ccc(C(=O)Cc2ccc3c(c2)OCO3)c(O)c1
-2,c1ccc(CSC2=NCCCN2)cc1

# Source: PubChem (Broad Institute)

# An excerpt (hit frequency here may not be typical).
